# Screening results from PubChem BioAssay.
# CSN deneddyl inh = CSN deneddylation inhibition; inhibition, % at 12.5 µM; Purified CSN, SCF-Nedd8-OG deneddylation, fluorescence polarization; Q92905; 360,000 tested, 0.38% active;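 active means pattern-corrected inhibition above about 35%, with an unprinted fluorescence ratio check between 0.5 and 1.5, limit read from the data, passing the limit was not always enough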;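 further: 0% = enzyme with substrate and 100% = substrate without enzyme; some results filed as inactive read as strong as hits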
# Target sequence (Q92905 whole entry, looked up, one chain of several): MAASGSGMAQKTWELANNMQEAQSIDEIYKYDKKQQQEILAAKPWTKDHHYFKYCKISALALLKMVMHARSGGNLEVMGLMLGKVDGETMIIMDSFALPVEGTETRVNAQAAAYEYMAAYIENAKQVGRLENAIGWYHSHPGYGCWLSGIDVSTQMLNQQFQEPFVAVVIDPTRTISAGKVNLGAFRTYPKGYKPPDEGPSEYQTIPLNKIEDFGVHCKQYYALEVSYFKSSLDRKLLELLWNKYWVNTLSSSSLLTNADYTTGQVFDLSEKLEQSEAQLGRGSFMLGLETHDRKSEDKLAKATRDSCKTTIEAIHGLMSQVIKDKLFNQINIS
#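 Schedule: reaction 90 min, room temperature / Assay system: HEK293T-derived human Csn5 enzyme / Input: Csn5 at 0.24 nM final / Measure: inhibition of Csn5 cleavage, % / Control set: substrate-only high control, full reaction low control / Technique: fluorescence polarization of the substrate / Buffer or medium: Tris/NaCl/DTT buffer, pH 7.5 / Reagent: SCFSkp2-Nedd8OG substrate at 10 nM final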
# NadD inh = NadD (S. aureus) enzyme inhibition; purified NadD enzyme, colorimetric absorbance read-out; inhibition, % at 20 µM; 360,000 tested, 0.78% active; AID 602399; in the data active means inhibition above about 26%; further: some compounds past the cut are filed as inactive
# TbMetRS inhib = Trypanosoma brucei MetRS inhibition; purified T. brucei MetRS, ATP depletion, Kinase-Glo luminescence; inhibition, % at 11.9 µM; 360,000 tested, 0.4% active; AID 624268;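 active means inhibition above a per-plate cutoff of the control wells' mean inhibition plus 3 SD, cut at about 5.5% in these data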;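 further: 0% = DMSO wells median and 100% = median of wells with control inhibitor compound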
#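 Material: parasite MetRS enzyme / Replication: singlicate, one well per compound / Signal: luminescence of leftover ATP / Schedule: 2 h aminoacylation at 25 °C after 15 min preincubation / Medium: HEPES-MgCl2-KCl buffer plus DTT, spermine, BSA, pyrophosphatase / Doses: 11.9 µM single point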
# SUMO1 PPI mod = alters human SUMO1 binding to SIM partners; P63165; SUMO1 binding to a labelled peptide, TR-FRET, 1 h; inhibition, % at 20 µM; 360,000 tested, 0.33% active; in the data active means inhibition above about 37%
# STEP block = blocks human striatal-enriched tyrosine phosphatase | 360,000 tested, 0.25% active | recombinant STEP, OMFP fluorogenic substrate, fluorescence | inhibition, % at 20 µM;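 active means inhibition at 20 µM, scaled per plate between control wells, above about 37%, limit read from the data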;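 further: 0% = DMSO with enzyme and substrate and 100% = substrate only without enzyme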
# Target sequence (P54829 whole entry, looked up): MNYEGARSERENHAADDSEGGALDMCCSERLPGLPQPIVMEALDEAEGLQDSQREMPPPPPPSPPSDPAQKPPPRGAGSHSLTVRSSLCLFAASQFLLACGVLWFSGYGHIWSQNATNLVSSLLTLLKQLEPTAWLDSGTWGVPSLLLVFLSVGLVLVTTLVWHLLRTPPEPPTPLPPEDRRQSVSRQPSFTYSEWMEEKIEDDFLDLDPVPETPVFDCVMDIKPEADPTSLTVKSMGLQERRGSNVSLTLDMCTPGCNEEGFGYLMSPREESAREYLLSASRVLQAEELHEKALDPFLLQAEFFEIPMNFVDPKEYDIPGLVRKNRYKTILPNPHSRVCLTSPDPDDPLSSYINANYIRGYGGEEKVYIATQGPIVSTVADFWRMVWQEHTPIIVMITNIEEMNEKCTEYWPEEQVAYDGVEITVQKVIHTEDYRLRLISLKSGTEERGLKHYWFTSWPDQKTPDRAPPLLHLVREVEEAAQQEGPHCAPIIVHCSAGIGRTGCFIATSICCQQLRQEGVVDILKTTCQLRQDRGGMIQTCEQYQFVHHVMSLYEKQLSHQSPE
#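 Also added – OMFP at 25 µM · Test system – STEP tyrosine phosphatase · Technique – FITC-channel fluorescence of OMFP product · Schedule – 20 min at room temperature, dark · Evaluation – control-normalized % inhibition with plate pattern correction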
# Scp1 inh = blocks human Scp-1 phosphatase activity; inhibition, % at 20 µM; Recombinant Scp1, phosphopeptide, malachite green phosphate absorbance; 340,000 tested, 0.88% active; Q9GZU7; AID 493091;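 active means inhibition above about 50% at 20 µM, limit read from the data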;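 further: plate controls were DMSO wells with enzyme for no effect and wells lacking enzyme for full effect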
#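 System: truncated SCP-1 phosphatase (76-261aa); medium: Tris acetate buffer pH 5.5 with MgCl2 and Tween-20; incubation: 45 min room-temperature reaction, 5 min colour, 30 min stabiliser; compound: single 20 µM dose, 1% DMSO; reagent: Phosphorylated 17-residue peptide substrate; read-out: % inhibition at 20 µM; technique: colorimetric free-phosphate detection, absorbance 630 nm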
# DNMT1 block = blocks human DNA methyltransferase DNMT1; inhibition (reported as % activation of signal), % at 10 µM; P26358; 360,000 tested, 0.83% active; DNMT1 molecular beacon, Hinp1I cleavage, fluorescence; AID 588458; in the data active means inhibition above about 50%
# Rpn11 block = blocks the human proteasome subunit Rpn11. human 26S proteasome, Ub4-pepOG fluorescence polarization; 20S core pre-blocked with epoxomicin. calls only at 20 µM. 360,000 tested, 0.59% active. AID 588493;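 active means inhibition at 20 µM, scaled to each plate's controls, above about 33%, limit read from the data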
# LMPTP inh = LMPTP (human) inhibition | P24666 | recombinant LMPTP-A, OMFP fluorogenic substrate, fluorescence intensity | 360,000 tested, 0.22% active | inhibition, % at 20 µM;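 active means compounds that cut the enzyme signal by at least half of the control window in the single-dose screen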;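 further: plate controls were DMSO wells with enzyme plus substrate for no effect and substrate without enzyme for full effect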
# Target sequence (P24666 whole entry, looked up): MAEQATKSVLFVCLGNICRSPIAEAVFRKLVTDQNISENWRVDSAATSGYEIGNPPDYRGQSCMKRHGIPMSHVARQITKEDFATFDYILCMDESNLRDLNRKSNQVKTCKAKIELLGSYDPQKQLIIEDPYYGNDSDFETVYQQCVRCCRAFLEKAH
#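 Assay system: LMPTP-A phosphatase enzyme | Input: 0.625 nM enzyme | Also added: Fluorogenic phosphatase substrate OMFP at 400 µM final | Compound dosing: One test concentration per compound, 20 µM, with 3% DMSO overall | Schedule: 50 min enzyme reaction at room temperature, protected from light | Signal: Fluorescence intensity | Benchmarks: no-enzyme and uninhibited controls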
# PABP1 MLLE inh = blocks PAM2 peptide binding to the PABP1 MLLE domain; P11940; GST-MLLE / FITC-PAM2 fluorescence polarization; inhibition, % at 20 µM; 360,000 tested, 0.36% active; in the data active means inhibition above about 35%, passing the limit was not always enough;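 further: plate controls were DMSO wells with GST-MLLE for no effect and wells lacking GST-MLLE protein for full effect; some results filed as inactive read as strong as hits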
# Active calls of the source: *; i = inactive; nt = no result given.
1. S=C(NCCc1ccccn1)Nc1ccccc1Cl
2. CC(=O)Nc1nc(=S)ss1
3. O=C(COc1ccc(Br)cc1)Nc1ccncc1
4. Cc1ccc(C(=O)NCc2ccccn2)c(Cl)c1
5. C/C(=N\NC(=O)COc1ccc(C)cc1[N+](=O)[O-])c1cccs1
6. CC(C)Oc1ccc(CC2CCC(=O)N(C)C2=O)cc1 (stereo not drawn)
7. COc1cc2c(c(OC)c1OC)C(=O)C(=Cc1ccccc1)O2
8. C/C(=N\Nc1nccnc1Cl)c1ccc(Cl)c(Cl)c1

compound no.,1,2,3,4,5,6,7,8
CSN deneddyl inh,2,4,-1,-2,-2,1,10,0
NadD inh,0,7,2,-4,2,-3,-5,-7
TbMetRS inhib,-0.9,-0.2,0.3,-0.6,0.1,0.1,0.3,-1.8
SUMO1 PPI mod,3,1,-1,-1,-9,0,-37,-7
STEP block,17,2,3,-1,-1,-4,0,-1
Scp1 inh,-3,1,-6,-2,-5,0,27,4
DNMT1 block,2,-3,-3,2,1,6,2,4
Rpn11 block,i,i,i,i,i,i,i,i
LMPTP inh,-0.2,-1.0,-1.5,-2.3,-0.3,-1.9,2.4,-1.1
PABP1 MLLE inh,13,28,8,8,3,7,-12,-4

9. COc1cc(/C=C(/C#N)c2ccccc2)ccc1Oc1ccc([N+](=O)[O-])cn1
10. NC(=O)c1nsc(C(=O)N(c2cccc(F)c2)C(C(=O)NCC2CCCO2)c2c[nH]c3ccccc23)c1N (stereo not drawn)
11. COc1ccc(N(C(=O)c2snc(C(N)=O)c2N)C(C(=O)NCc2ccccc2)c2ccc(O)cc2)cc1OC (stereo not drawn)
12. COc1ccc(-c2nn(-c3ccccc3)cc2/C=N/N=C(N)N)cc1OC
13. O=C(CN1C(=O)COc2ccccc21)N1CCc2ccccc21
14. CSC1=NC=C(C#N)C2=NC(c3ccc(Cl)cc3)NN12 (stereo not drawn)
15. Cc1ccc(NS(=O)(=O)c2cccc(C(=O)N/N=C/c3ccc4c(c3)OCCO4)c2)c(C)c1
16. C/C(=N/Nc1ccccc1[N+](=O)[O-])c1ccc([N+](=O)[O-])cc1

compound no.,9,10,11,12,13,14,15,16
CSN deneddyl inh,1,-1,5,4,-2,1,-1,5
NadD inh,-3,8,2,-3,1,-4,18,2
TbMetRS inhib,-1.4,0.2,0.1,1.5,0.1,-0.9,1.1,0.1
SUMO1 PPI mod,-3,-12,-9,-5,2,-27,0,-8
STEP block,-2,-2,0,17,-3,-1,0,0
Scp1 inh,-2,-7,-1,-2,-4,nt,-10,-4
DNMT1 block,2,-7,-4,-2,1,-2,-9,4
Rpn11 block,i,i,i,i,i,i,i,i
LMPTP inh,2.2,1.7,0.9,0.6,-0.8,-1.0,2.8,1.6
PABP1 MLLE inh,-4,14,5,-11,7,-18,0,-7

17. CCN(CC(=O)Nc1ccc2c(c1)OCCO2)C(=O)c1cc(S(=O)(=O)N2CCOCC2)ccc1F
18. O=C1C2CC(O)CN2C(=S)N1Cc1ccccc1 (stereo not drawn)
19. COC(=O)c1ccccc1NC(=O)CSc1nnc(-c2ccncc2)o1
20. Fc1ccccc1COc1ccc(Br)cc1CNCc1ccncc1
21. C=CCOC(=O)C1=C[C@@H](c2cn(C(C)=O)c3ccccc23)C[C@@H](OCCCCO)O1
22. N#CCCn1cc(C(N)=O)c(-c2cccs2)n1
23. O=C(c1ccc(NC2=NC3CS(=O)(=O)CC3S2)cc1)N1CCN(c2ccc(F)cc2)CC1 (stereo not drawn)
24. O=C(NCc1ccc2c(c1)OCO2)c1ccc(C2SCC(=O)N2Cc2ccco2)cc1 (stereo not drawn)

compound no.,17,18,19,20,21,22,23,24
CSN deneddyl inh,-2,-2,0,-3,-3,-5,-4,-2
NadD inh,-1,-1,-5,-10,5,-1,-9,29
TbMetRS inhib,-0.4,-0.6,-0.2,-0.9,0.0,-0.3,-0.1,0.2
SUMO1 PPI mod,-1,0,0,1,14,-1,-3,7
STEP block,-2,-1,-1,-3,11,-3,2,6
Scp1 inh,-4,-4,-13,1,-8,-2,-12,17
DNMT1 block,0,1,2,-2,-15,-2,3,1
Rpn11 block,i,i,i,i,i,i,i,i
LMPTP inh,-0.6,-0.4,-0.2,-1.6,1.1,-0.9,-1.0,3.3
PABP1 MLLE inh,-5,6,28,5,3,7,-83,-1

# Records 17 to 20, reprinted for reference:
17. CCN(CC(=O)Nc1ccc2c(c1)OCCO2)C(=O)c1cc(S(=O)(=O)N2CCOCC2)ccc1F
18. O=C1C2CC(O)CN2C(=S)N1Cc1ccccc1 (stereo not drawn)
19. COC(=O)c1ccccc1NC(=O)CSc1nnc(-c2ccncc2)o1
20. Fc1ccccc1COc1ccc(Br)cc1CNCc1ccncc1

compound no.,17,18,19,20
CSN deneddyl inh,-2,-2,0,-3
NadD inh,-1,-1,-5,-10
TbMetRS inhib,-0.4,-0.6,-0.2,-0.9
SUMO1 PPI mod,-1,0,0,1
STEP block,-2,-1,-1,-3
Scp1 inh,-4,-4,-13,1
DNMT1 block,0,1,2,-2
Rpn11 block,i,i,i,i
LMPTP inh,-0.6,-0.4,-0.2,-1.6
PABP1 MLLE inh,-5,6,28,5

# The results go on:
25. OCCNCc1cccc(-c2ccccc2)c1O
26. COC(=O)c1ccc(NC(=O)CSc2nc(=O)cc(N)n2-c2ccccc2)cc1
27. Cc1c(NC(=O)c2ccc(N(Cc3ccccc3)S(C)(=O)=O)cc2)c(=O)n(-c2ccccc2)n1C
28. COc1cccc(C2=CC(=O)CC(c3ccco3)C2)c1 (stereo not drawn)
29. CN(C)CCC(O)(c1ccccc1)c1ccccc1Cl (stereo not drawn)
30. COc1ccc(CCNCc2csc3nc4ccccc4n23)cc1OC
31. CCOC(=O)c1cnc2ccc(OC)cc2c1NCCc1ccc(OC)c(OC)c1
32. CC(C)C(=O)NCc1cc(-c2ccc(Cl)cc2)no1

compound no.,25,26,27,28,29,30,31,32
CSN deneddyl inh,-1,2,-3,-3,-4,3,-3,12
NadD inh,2,0,-5,-6,1,2,1,-1
TbMetRS inhib,0.3,-0.1,-0.6,-0.1,-0.2,-1.0,0.7,-0.2
SUMO1 PPI mod,-5,1,1,-12,2,-2,-7,2
STEP block,1,0,-3,2,3,0,2,1
Scp1 inh,-7,-3,8,-14,2,5,1,1
DNMT1 block,-12,0,1,1,-6,0,-2,-2
Rpn11 block,i,i,i,i,i,i,i,i
LMPTP inh,-0.8,-0.4,0.4,-0.1,0.2,-0.6,3.6,-0.5
PABP1 MLLE inh,-4,12,-4,19,-11,-9,-2,-1

33. COc1ccc(C)cc1S(=O)(=O)N1CCN(C(=O)c2ncoc2-c2ccccc2F)CC1
34. Cn1c(=O)c2[nH]c(NN=Cc3ccc(F)cc3)nc2n(C)c1=O
35. COc1ccccc1CNC(=O)COC(=O)CCN=C1NS(=O)(=O)c2ccccc21
36. Clc1ccc(N2O[C@H]3C=C[C@@H]2C3)nc1
37. COC(=O)c1sccc1-n1cc(C#N)c(=O)n(C)c1=O
38. CCOC(=O)c1cc(CC)sc1NC(=O)c1ccc(N2CCOCC2)c([N+](=O)[O-])c1
39. O=C(CCn1c(=S)[nH]c2ccccc2c1=O)NCC1CCCO1 (stereo not drawn)
40. Cn1cc(CN2C[C@]3(C)C[C@H]2CC(C)(C)C3)c(-c2ccc3c(c2)OCCO3)n1

compound no.,33,34,35,36,37,38,39,40
CSN deneddyl inh,0,-2,-1,-10,-3,-1,3,10
NadD inh,-4,-2,0,-5,8,-1,2,-2
TbMetRS inhib,-0.5,-0.3,-0.2,0.4,0.1,0.6,0.3,0.5
SUMO1 PPI mod,-1,-1,21,-8,7,2,-1,3
STEP block,1,-3,0,-7,1,3,0,0
Scp1 inh,-5,-8,1,nt,-9,-7,0,-3
DNMT1 block,-2,2,3,-11,-1,-1,5,2
Rpn11 block,i,i,i,i,i,i,i,i
LMPTP inh,0.0,-1.0,-1.0,-0.6,-0.7,0.6,-0.4,-0.4
PABP1 MLLE inh,7,-5,7,120,-15,-2,-38,-5

41. Cc1ccccc1OCC(=O)Nc1ccc(N2CCN(C(=O)c3ccco3)CC2)cc1
42. CCCCNC(=O)[C@H](Cc1c[nH]c2ccccc12)NC(=O)c1ccccc1Cl
43. Cc1onc(-c2ccccc2)c1C(=O)NNC(=O)c1ccccc1Br
44. COC(=O)c1cc(S(=O)(=O)NCc2ccccc2OC)cn1C
45. COc1ccccc1OCc1nnc(SCC(=O)N2CCCCC2)n1-c1ccccc1
46. O=C1OC(c2ccc3ccccc3c2O)(c2ccc3ccccc3c2O)c2ccccc21
47. COc1cc(-c2nnc(COC(=O)CSc3cc(C)c4ccccc4n3)o2)cc(OC)c1OC
48. COc1cc(NC(=O)c2cc3cccc(OC)c3o2)cc(C(=O)Nc2cccc(C(F)(F)F)c2)c1

compound no.,41,42,43,44,45,46,47,48
CSN deneddyl inh,2,4,-2,3,2,5,0,0
NadD inh,-2,-2,1,-1,0,41*,-1,18
TbMetRS inhib,0.0,-1.0,-0.6,-1.1,-0.7,0.0,0.0,-0.2
SUMO1 PPI mod,3,1,4,0,6,-1,7,5
STEP block,0,-1,-4,0,4,-2,0,-1
Scp1 inh,0,-3,2,0,-7,1,-4,2
DNMT1 block,-1,-1,1,3,-5,-22,-7,-10
Rpn11 block,i,i,i,i,i,i,i,i
LMPTP inh,-0.2,-0.4,1.1,0.6,-0.8,3.9,-2.0,2.8
PABP1 MLLE inh,-5,1,0,5,5,67,4,-14

49. CC(C)n1c(=S)[nH]c2ccccc21
50. Cc1sc2ncnc(N3CCC(C(=O)NNC(=O)c4ccc(Cl)cc4)CC3)c2c1C
51. CCCn1nc(NS(=O)(=O)c2ccccc2)c2cc3ccccc3nc21
52. O=C(Nc1nccs1)c1ccc(Cl)nc1
53. CC1(C)Cc2ccccc2C(=C(C#N)C#N)N1
54. CCOC(=O)NC(CC(=O)O)c1ccc(OC)c(OC)c1 (stereo not drawn)

compound no.,49,50,51,52,53,54
CSN deneddyl inh,-1,2,-1,1,-10,-1
NadD inh,4,5,2,-6,-1,-3
TbMetRS inhib,-0.2,-0.4,0.0,-1.1,-0.7,-0.1
SUMO1 PPI mod,-1,4,4,6,2,-2
STEP block,10,1,-2,-4,2,-1
Scp1 inh,-5,0,-4,-7,5,5
DNMT1 block,3,-3,1,1,3,4
Rpn11 block,i,i,i,i,i,i
LMPTP inh,-0.1,1.3,-1.4,-1.5,-1.0,-0.9
PABP1 MLLE inh,-73,9,7,3,19,8
